# POLK inh = inhibitors of human DNA polymerase kappa. Q9UBT6. purified Pol kappa, fluorescent DNA synthesis assay, 10 min. Potency, µM (doses to about 107 µM), without a hit: at the top dose activity, negative = inhibition, actives largely listed as inhibitors. hit rate 0.53% among 400,000; further: on the % scale 0 is the no-effect control and ±100 the full control effect
#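 Pol kappa 10 nM + cpd, 15 min RT; start w/ substrate 50 nM final; fluorescence kinetic read, 0 and 10 min. Neg ctrl: buffer, no enzyme.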
# Pol iota inh = inhibitors of human DNA polymerase iota; Potency, µM (titrated, usually from 115 µM), for the others: at the top dose activity, negative = inhibition, usual class: inhibitors; hit rate 1% among 390,000; Q9UNA4; Pol iota fluorescent replication assay, 10 min
#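 Fluorescent replication assay read twice, at 0 min and 10 min after adding 50 nM (final) substrate. Enzyme (10 nM) and compounds were first incubated 15 min at room temperature; enzyme-free buffer wells were negative controls.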
# Anesthetic bind = binds horse apoferritin like a general anesthetic | apoferritin/1-aminoanthracene competitive binding, fluorescence | P02791 | Potency, µM (titrated, usually from 77.5 µM), without a hit: top-dose activity change, negative = displacement, usual class: inhibitors | hit rate 0.074% among 350,000 | AID 485281; further: on the % scale 0 is the no-effect control and ±100 the full control effect; nearly all actives have a fitted effect of over 20% in size
#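 10 uM apoferritin + 50% sat. 1-AMA, PBS; cpd 10 min RT; Ex380/Em535 endpoint; normalized to free probe vs complex; 4-param Hill fit; propofol titration as pos. ctrl.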
# BLM inh = blocks DNA unwinding by human BLM helicase. recombinant BLM DNA unwinding, fluorescence dequenching. hit rate 0.2% among 350,000. Potency, µM (doses to about 56.1 µM), for the others: top-dose activity change, negative = inhibition, hits mostly inhibitors;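 further: plate controls were vehicle for no effect and no enzyme for full effect; nearly all actives have a fitted effect of over 35% in size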
# BAZ2B inh = BAZ2B (human) inhibition; Q9UIF8; AlphaScreen BAZ2B-H3K14Ac peptide displacement; Potency, µM (series often up to 114 µM), for inactives: at the top dose activity change, negative = inhibition, usual class: inhibitors; hit rate 4.4% among 360,000; further: on the % scale 0 is the no-effect control and ±100 the full control effect; nearly all actives have a fitted effect of over 60% in size
#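 Protein-peptide AlphaScreen: BAZ2B 50 nM, b-H3K14Ac 50 nM, 1x PBS pH 7.4 + 0.01% Tween-20. Preincubation 30 min RT; cpd 30 min RT (top 110 uM); beads 20 min RT, light-protected.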
# APEX1 inh = APE1 (human) endonuclease inhibition; P27695; recombinant APE1, TAMRA/BHQ-2 abasic DNA cleavage fluorescence; Potency, µM (doses to about 65.8 µM), without a hit: at the highest dose activity change, negative = inhibition, usual class: inhibitors; hit rate 0.35% among 350,000; AID 2517;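 further: plate controls were vehicle for no effect and reference inhibitor for full effect; nearly all actives have a fitted effect of over 55% in size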
# Target sequence (P27695 whole entry, looked up): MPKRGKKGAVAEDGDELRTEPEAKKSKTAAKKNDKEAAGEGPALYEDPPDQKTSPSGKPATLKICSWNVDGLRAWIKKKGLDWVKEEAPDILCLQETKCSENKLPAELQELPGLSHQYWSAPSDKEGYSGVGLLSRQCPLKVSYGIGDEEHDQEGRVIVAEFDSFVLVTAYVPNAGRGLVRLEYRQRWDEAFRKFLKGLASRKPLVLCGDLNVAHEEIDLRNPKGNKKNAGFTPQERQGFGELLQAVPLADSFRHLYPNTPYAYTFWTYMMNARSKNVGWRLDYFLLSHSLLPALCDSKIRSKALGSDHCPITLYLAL
#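 Quantitative HTS: incision of a TAMRA/BHQ-2 double-stranded substrate bearing a tetrahydrofuran abasic site by 0.75 nM APE1 raises fluorescence. Substrate 50 nM final, added after 15 min compound preincubation at room temperature; progress as third-minus-first kinetic read difference.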
# Pol beta inh = blocks human DNA polymerase beta activity. hit rate 1.3% among 340,000. Pol beta primer extension/strand displacement, fluorescence kinetic. P06746. Potency, µM (series often up to 114 µM), for inactives: at the top dose activity change, negative = inhibition, usual class: inhibitors. AID 485314; further: on the % scale 0 is the no-effect control and ±100 the full control effect
#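 Curves were derived by four-parameter Hill fits of normalized qHTS data. The kinetic fluorescent primer-extension read was taken at 0 and 10 min after 50 nM substrate, following a 15 min room-temperature preincubation of 10 nM enzyme with compounds.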
# POLH inh = DNA polymerase eta (human) inhibition. Q9Y253. recombinant Pol eta, fluorescent DNA replication assay. Potency, µM (top dose mostly 114 µM), without a hit: top-dose activity change, negative = inhibition, most hits filed as inhibitors. hit rate 1.2% among 390,000. AID 588591; further: on the % scale 0 is the no-effect control and ±100 the full control effect
# Target sequence (Q9Y253 whole entry, looked up): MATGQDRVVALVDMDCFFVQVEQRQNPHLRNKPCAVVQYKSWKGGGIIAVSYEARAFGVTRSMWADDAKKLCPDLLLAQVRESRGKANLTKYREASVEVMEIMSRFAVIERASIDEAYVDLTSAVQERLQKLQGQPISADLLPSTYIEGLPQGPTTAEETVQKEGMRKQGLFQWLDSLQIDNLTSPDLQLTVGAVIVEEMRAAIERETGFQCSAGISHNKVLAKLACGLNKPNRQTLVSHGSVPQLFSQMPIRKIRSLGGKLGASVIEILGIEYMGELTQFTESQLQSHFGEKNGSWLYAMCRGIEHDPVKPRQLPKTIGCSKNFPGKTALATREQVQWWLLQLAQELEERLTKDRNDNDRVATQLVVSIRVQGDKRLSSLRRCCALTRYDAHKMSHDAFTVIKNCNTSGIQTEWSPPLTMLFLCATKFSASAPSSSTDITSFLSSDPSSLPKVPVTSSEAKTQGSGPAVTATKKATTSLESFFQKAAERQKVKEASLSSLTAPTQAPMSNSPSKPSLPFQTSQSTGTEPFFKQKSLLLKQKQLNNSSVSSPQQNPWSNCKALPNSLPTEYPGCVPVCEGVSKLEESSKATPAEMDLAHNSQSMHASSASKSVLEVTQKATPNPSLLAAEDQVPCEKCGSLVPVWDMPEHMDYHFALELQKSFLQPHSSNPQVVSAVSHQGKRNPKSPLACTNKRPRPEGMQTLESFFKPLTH
#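 Pol eta (10 nM) was preincubated with compounds for 15 min at room temperature, after which fluorescent replication substrate (50 nM final) was added to start the reaction. Fluorescence was read kinetically at 0 and 10 min.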
# G9a inh = inhibitors of human histone lysine methyltransferase G9a | Q96KQ7 | G9a H3K9 monomethylation, AlphaScreen, 2 h | Potency, µM (doses to about 102 µM), inactives show at the top dose activity, negative = inhibition, hits mostly inhibitors | hit rate 8.8% among 350,000 | AID 504332; further: on the % scale 0 is the no-effect control and ±100 the full control effect; nearly all actives have a fitted effect of over 75% in size
#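 Enzyme 20 nM + cpd, 15 min RT; add b-H3K9 pep 500 nM / SAM 20 uM; 2 h RT; anti-H3K9me1 Ab 0.5 ug/mL + SA donor / anti-rabbit acceptor beads 20 ug/mL each, 10 min; AlphaScreen read.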
# Numbers without * were called inactive; u = inconclusive; x = no result given; & = joins results of further samples; ! = a repeat was not active; [ ] = another dose, or the depositor's remark. The call rests on the fitted dose curve; in most records, active means well fitted curve in the direction sought with a large enough effect; inconclusive means small, poorly fitted or top-dose-only effect, or another doubt; inactive means no such curve, though single readings can be large; an effect the other way counts as inactive or inconclusive. Potency means the concentration at half of the fitted maximal effect. These rows are one share of the data; count on the stated rates, not on these rows.
# Codes: A = POLK inh; B = Pol iota inh; C = Anesthetic bind; D = BLM inh; E = BAZ2B inh; F = APEX1 inh; G = Pol beta inh; H = POLH inh; I = G9a inh
> CC(OC(=O)c1cc2sccc2n1C)C(=O)NCc1ccc(F)cc1 (stereo not drawn)
  A = -10%	B = 9%	C = -6%	D = -4%	E = 5%	F = -9%	G = -8%	H = 5%	I = u

> CCOCC(=O)Nc1nnc(Cc2ccc(OC)cc2)s1
  A = 11%	B = -4%	C = 5%	D = 3%	E = 8%	F = -2%	G = 11%	H = -8%	I = 6%[59 µM]

> O=C1CCCC2=C1C(c1ccsc1)CC(=O)N2c1ccccc1F (stereo not drawn)
  A = 17%	B = -10%	C = -9%	D = -4%	E = -16%	F = 0%	G = 8%	H = -2%	I = 13%[12.7 µM]

> CC(C)(C)C1CCc2onc(C(=O)Nc3cnn(Cc4ccc(F)cc4)c3)c2C1 (stereo not drawn)
  A = 1%	B = -6%	C = -16%	D = -2%	E = 10%	F = 0%	G = 11%	H = -6%	I = u

> O=C(/C=C/c1ccc(-c2ccccc2[N+](=O)[O-])o1)c1ccc(F)cc1
  A = -8%	B = 2%	C = u	D = -11%	E = 22µM*	F = -5%	G = -2%	H = -10%	I = 35µM*

> CCCNS(=O)(=O)c1ccc(CCC(=O)N2CCN(c3ccc(OC)cc3)CC2)cc1
  A = -5%	B = 3%	C = 37%[activator]	D = 2%	E = -31%	F = -9%	G = u	H = 1%	I = u

> CSC1=NCCCN1C(=O)c1c(-c2ccccc2Cl)noc1C
  A = -7%	B = 1%	C = 4%	D = -7%	E = -34%	F = -5%	G = 26%	H = 2%	I = 4%

> CC(=O)Oc1ccc(C(=O)NCc2ccc3c(c2)OCO3)cc1
  A = 12%	B = 26%	C = 0%	D = -6%	E = -14%	F = 7%	G = 17%	H = -6%	I = -11%

> CCC(CC)C(=O)Nc1ccc(C(=O)OCc2cc(=O)n3nc(C4CC4)sc3n2)cc1
  A = -15%[60.1 µM]	B = 11%	C = 13%	D = -1%	E = -14%	F = x	G = 39%	H = -6%	I = 27%[59 µM]

> CC(=O)Nc1ccc(NS(=O)(=O)c2cn(C)c(=O)n(C)c2=O)cc1
  A = -5%	B = -26%	C = 6%	D = -3%	E = 11%	F = 1%	G = -21%	H = -7%	I = 6%

> COc1cc(OC)c(C(=O)OCC(=O)Nc2c(C)n(C)n(-c3ccccc3)c2=O)cc1OC
  A = 6%	B = -24%	C = x	D = x	E = 33%[activator]	F = -5%	G = x	H = -9%	I = 25%[59 µM]

> COc1cccc(NC(=O)CSc2c(C)cnc3c2c(=O)n(C)c(=O)n3C)c1
  A = -11%[60.1 µM]	B = 9%	C = 2%	D = -1%	E = -7%	F = x	G = 5%	H = -18%	I = 11%[59 µM]

> CC(CC(=O)N1CCN(c2ccccc2)CC1)S(=O)(=O)c1ccc2c(c1)NC(=O)CS2 (stereo not drawn)
  A = 4%	B = 8%	C = -23%	D = -2%	E = -14%	F = 11%	G = 28%	H = -13%	I = -16%

> COc1ccc(/C=C2\S/C(=N/S(=O)(=O)c3cccs3)NC2=O)cc1
  A = 1%	B = 55%[activator]	C = -22%	D = -1%	E = x	F = -2%	G = 31%	H = -4%	I = u

> O=C(Nc1ncnc2c1CCC2)C12CC3CC(CC(C3)C1)C2
  A = 2%	B = 23%	C = u	D = -1%	E = 7%[57.1 µM]	F = 3%	G = -1%	H = -3%	I = 8%

> Cc1ccc(C2=N/C(=C\c3ccc(F)cc3)C(=O)N2)cc1
  A = -5%	B = 6%	C = x	D = x	E = 3%	F = 45%	G = x	H = -9%	I = u

> COc1ccc(N2CC(NC(=O)NC(C)(C)C)CC2=O)cc1 (stereo not drawn)
  A = -10%	B = 14%	C = -9%	D = 2%	E = 1%	F = 2%	G = 0%	H = -1%	I = 7%

> CN(C)/C(=N\S(=O)(=O)c1ccccc1)c1ccccc1
  A = -22%	B = 7%	C = -6%	D = -2%	E = -4%	F = 22%	G = 1%	H = -3%	I = 2%

> O=C(Cn1ncc2ccsc2c1=O)N1CCN(c2ccc(Cl)cc2)CC1
  A = 3%	B = 2%	C = 3%	D = -5%	E = -25%	F = x	G = 32%	H = 5%	I = -28%[59 µM]

> O=C1CCC(c2ccccc2)=NN1
  A = 5%	B = 172%[activator]	C = -2%	D = -5%	E = -11%	F = 2%	G = -14%	H = -17%	I = 3%[59 µM]

> COc1ccc(CNC(=O)CSc2c3c(nc4ccc(Cl)cc24)CCCC3)cc1
  A = -2%	B = 48%[activator]	C = -13%	D = 0%	E = x	F = x	G = -2%	H = -13%	I = 2%[59 µM]

> O=C1CCC(c2ccc(-n3ccnc3)cc2)=NN1
  A = -5%[60.1 µM]	B = 9%[58.9 µM]	C = x	D = -10%	E = x	F = 0%	G = 11%[57.1 µM]	H = -3%[57.1 µM]	I = 0%&38%[12.7 µM]

> CC(Cc1ccccc1)NC(=O)C1(c2ccccc2)CCOCC1 (stereo not drawn)
  A = -2%	B = 8%	C = -2%	D = 0%	E = 7%	F = 4%	G = 5%	H = -7%	I = 0%[12.7 µM]

> O=C(CN(c1cccc(C(F)(F)F)c1)S(=O)(=O)c1ccccc1)Nc1cccc(Cl)c1
  A = -6%[60.1 µM]	B = 16%	C = 39%[activator]	D = -9%	E = -2%	F = x	G = u	H = -28%	I = -5%[59 µM]

> COc1cc(-c2nc(CN(C)C(C)c3ccncn3)c(C)o2)ccc1F (stereo not drawn)
  A = 6%	B = 76%[activator]	C = -7%	D = 0%	E = -1%	F = 3%	G = 0%	H = -18%	I = -56%

> CC/C(=N\NC(C)=O)c1ccc(OC(F)F)cc1
  A = x	B = x	C = -10%	D = 2%	E = -4%	F = -4%	G = 28%	H = x	I = 5%

> CC1=C(C(N)=O)C(c2ccc(Cl)cc2)n2nc(CCCO)nc2N1 (stereo not drawn)
  A = 4%	B = u	C = -4%	D = 0%	E = 10%	F = 10%	G = 2%	H = -15%	I = 22%

> COc1cccc(CNC(=O)CCc2nnc(C3CCCCC3)o2)c1
  A = 11%	B = 0%	C = -7%	D = -2%	E = 7%	F = 21%	G = 31%	H = -10%	I = x

> CN(CC1CCOCC1)C(=O)CC1C(=O)NCCN1Cc1cccc(Oc2ccccc2)c1 (stereo not drawn)
  A = -18%	B = -10%	C = -11%	D = -1%	E = -21%	F = -3%	G = 2%	H = -7%	I = 35µM*

> Cc1ccc(S(=O)(=O)N2CCC(O)(c3cccnc3)CC2)cc1
  A = -7%	B = -11%	C = -4%	D = -2%	E = -18%	F = -5%	G = 3%	H = 8%	I = -8%

> Cc1cccc(-c2nc(C#N)c(N3CCCCCC3)o2)c1
  A = -10%	B = -9%	C = -9%	D = -7%	E = 13µM*	F = -1%	G = -7%	H = -9%	I = u

> O=C(COC(=O)Cc1ccccc1F)Nc1ccc2c(c1)OCO2
  A = 0%	B = 148%[activator]	C = -13%	D = 2%	E = -15%	F = -6%	G = 0%	H = -7%	I = -8%

> Cc1cccn2c(CNCCCOc3cccnc3)c(C(=O)N3CCOCC3)nc12
  A = -2%	B = 119%[activator]	C = -5%	D = 0%	E = 0%	F = 4%	G = 34%	H = -10%	I = x

> COc1cccc(CNC(=O)Cn2nc(-c3ccc(Cl)cc3)ccc2=O)c1
  A = -4%[60.1 µM]	B = 13%&-5%	C = 6.3µM*!	D = -2%&-2%	E = 30%&-1%	F = -2%	G = 2%&4%	H = u	I = 1%&14%[59 µM]

> CC(C)CC(=O)CC1(O)C(=O)Nc2ccccc21 (stereo not drawn)
  A = 0%	B = -6%	C = -3%	D = -1%	E = 12%	F = 13%	G = 23%	H = 0%	I = 21%[0.501 µM]

> O=C(Cc1csc(NC(=O)c2ccccc2)n1)NO
  A = 14%	B = 29%	C = -7%	D = -3%	E = u	F = -7%	G = 1%	H = 28%	I = 7%

> COc1cc(NC(=O)c2cccs2)c(C(=O)OCC(=O)c2cc(C)n(-c3ccccc3)c2C)cc1OC
  A = -11%	B = -3%	C = 3%	D = -4%	E = 17%	F = 4%	G = -4%	H = -12%	I = u

> O=c1oc2ccc(Cl)cc2cc1-c1cn2c(n1)sc1ccccc12
  A = -5%[60.1 µM]	B = -2%	C = 4%	D = 1%	E = 1%	F = x	G = -3%	H = -4%	I = 9%[59 µM]

> Nc1cc(Cl)ccc1C(=O)OCC(=O)NCc1cccs1
  A = -6%	B = 32%[activator]	C = x	D = x	E = x	F = 25%	G = x	H = -15%	I = x

> Cc1ccccc1-c1nnc(SCC(=O)N(C)c2c(N)n(Cc3ccccc3)c(=O)[nH]c2=O)n1C
  A = -15%	B = 14%	C = x	D = x	E = 3%	F = 21%	G = x	H = -20%	I = u

> O=C(c1ccc(Cl)cc1)N1CCN(c2cccc3[nH]ccc23)CC1
  A = -2%	B = 1%[58.9 µM]	C = -14%	D = 3%	E = -28%	F = u	G = 7%	H = -28%	I = u

> CCOc1ccc(-c2cc(CCCC(=O)NCc3ccco3)no2)cc1
  A = -2%	B = -17%	C = -4%	D = 1%	E = 2%	F = 23%	G = 0%	H = 9%	I = -2%

> COc1ccc(C2C(CC(=O)O)=C(O)C(=O)N2c2ccccc2)cc1 (stereo not drawn)
  A = -1%	B = -1%	C = -5%	D = 0%	E = -11%	F = 2%	G = 15%	H = -3%	I = u

# Structural class: the compounds so far containing an aryl thioether with sulfur outside any ring (3)
# Codes: A = POLK inh; B = Pol iota inh; C = Anesthetic bind; D = BLM inh; E = BAZ2B inh; F = APEX1 inh; G = Pol beta inh; H = POLH inh; I = G9a inh
> COc1cccc(NC(=O)CSc2c(C)cnc3c2c(=O)n(C)c(=O)n3C)c1
  A = -11%[60.1 µM]	B = 9%	C = 2%	D = -1%	E = -7%	F = x	G = 5%	H = -18%	I = 11%[59 µM]

> COc1ccc(CNC(=O)CSc2c3c(nc4ccc(Cl)cc24)CCCC3)cc1
  A = -2%	B = 48%[activator]	C = -13%	D = 0%	E = x	F = x	G = -2%	H = -13%	I = 2%[59 µM]

> Cc1ccccc1-c1nnc(SCC(=O)N(C)c2c(N)n(Cc3ccccc3)c(=O)[nH]c2=O)n1C
  A = -15%	B = 14%	C = x	D = x	E = 3%	F = 21%	G = x	H = -20%	I = u

# Bioassay records deposited in PubChem by National Center for Advancing Translational Sciences (NCATS).
